Bioassay records deposited in PubChem by Southern Research Specialized Biocontainment Screening Center.
tuberculosis growth = growth inhibition of non-replicating M. tuberculosis (AID 488890); actives 0.39% (n = 320,000); Mycobacterium tuberculosis non-replicating, growth inhibition; higher % means a stronger effect; inhibition, % at 25 µM, or IC50 in µM where a hit was titrated; in the data active = a potency from the dose series; inconclusive = inhibition mostly from about 82% at the one dose, without a potency; inactive = the rest, 99 in 100 with inhibition below about 76%;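 also: plate controls were DMSO cells for no effect and high antibiotic wells for full effect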
inhibitors of VEEV = inhibitors of VEEV TC-83 cytopathic effect, confirmation, Vero cells (AID 588727); Vero cells, VEEV TC-83 cytopathic effect inhibition; higher % means a stronger effect; inhibition, % at 20 µM, or IC50 in µM where a hit was titrated; actives 0.13% (n = 350,000); in the data active = a potency from the dose series; inconclusive = inhibition mostly from about 14% at the one dose, without a potency; inactive = the rest, 99 in 100 with inhibition below about 12%; also: strong numbers were not always called active
M. tuberculosis HTS = M. tuberculosis growth inhibition, HTS (AID 449762); M. tuberculosis H37Rv growth inhibition, 7H9 media; higher % means a stronger effect; inhibition, % at 25 µM; hits with a dose series show IC50 in µM; actives 0.59% (n = 330,000); in the data active = a potency from the dose series; inconclusive = inhibition above about 70% without an active follow-up result;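 also: bacterial growth assessed after seven days of incubation; strong numbers were not always called active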
H1N1 NS1A inhibition = H1N1 influenza NS1A inhibitors, functional cell based assay (AID 504329). NS1A functional cell-based assay, percent inhibition; higher % means a stronger effect. inhibition, % at 12.5 µM, or IC50 in µM where a hit was titrated. actives 0.3% (n = 340,000); in the data active = a potency from the dose series; inconclusive = inhibition above about 27% without an active follow-up result; also: strong numbers were not always called active
Salmonella PhoP GFP = PhoP regulon inhibitors, Salmonella typhi PhoP promoter GFP reporter, confirmatory (AID 1850). inhibition, % at 50 µM; hits with a dose series show IC50 in µM. actives 0.33% (n = 310,000). Salmonella Typhi PhoP-promoter GFP reporter, fluorescence, 4 h; higher % means a stronger effect; in the data active = a potency from the dose series; inconclusive = inhibition mostly from about 25% at the one dose, without a potency; inactive = the rest, 99 in 100 with inhibition below about 19%;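 also: 0% = induced wells with vehicle and 100% = uninduced wells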
inhibitors of VEEV 10K pilot screen = second read-out of inhibitors of VEEV, no call of its own (marks repeat the call); inhibition, %; measured here: 10K pilot screen inhibition
The depositor's hits bear a star; i = inactive; ? = inconclusive; / = no result given. Not a hit list, and some 1.4% of all compounds hit somewhere here.

The first 4 entries, to show the layout:
SMILES	tuberculosis growth	inhibitors of VEEV	M. tuberculosis HTS	H1N1 NS1A inhibition	Salmonella PhoP GFP	others
O=S(=O)(Nc1ccc(S(=O)(=O)Nc2nccs2)cc1)c1ccc(Br)cc1	36%	0.9%	21%	-23%	2%
Cc1ccc(C)c(NC(=O)CN(C)C(C)C(=O)N2CC(C)CC(C)C2)c1 (configuration not stated)	/	i	/	3%	/
O=C1CC(c2ccccc2)=NO1	/	2.3%	/	1%	/
COc1ccccc1CCNS(=O)(=O)c1cn(C)c(=O)n(C)c1=O	-5%	i	-15%	-5%	-2%

The listing, from the first entry:
SMILES	tuberculosis growth	inhibitors of VEEV	M. tuberculosis HTS	H1N1 NS1A inhibition	Salmonella PhoP GFP	others
O=S(=O)(Nc1ccc(S(=O)(=O)Nc2nccs2)cc1)c1ccc(Br)cc1	36%	0.9%	21%	-23%	2%
Cc1ccc(C)c(NC(=O)CN(C)C(C)C(=O)N2CC(C)CC(C)C2)c1 (configuration not stated)	/	i	/	3%	/
O=C1CC(c2ccccc2)=NO1	/	2.3%	/	1%	/
COc1ccccc1CCNS(=O)(=O)c1cn(C)c(=O)n(C)c1=O	-5%	i	-15%	-5%	-2%
Cn1cnc2cc(NC(=O)c3ccco3)ccc21	-6%	0.2%	-3%	0%	2%
Cc1ccc(NC(=O)C2C3CCC(O3)C2C(=O)O)c(Br)c1 (configuration not stated)	-8%	2.5%	-8%	-5%	0%
CCn1c(=O)c(C(=O)Nc2ccc(C)cc2)c(O)c2ccccc21	-5%	2.9%	6%	-8%	-2%
C=C[C@@H]1c2ccccc2N(S(=O)(=O)c2ccc(C)cc2)[C@H](c2ccccc2)C1(C#N)C#N	-8%	0.9%	-8%	1%	/
Cc1sc2nc(COC(=O)CNC(=O)c3ccc(C(C)(C)C)cc3)[nH]c(=O)c2c1C	37%	1.0%	-2%	-5%	-11%
CC(C)C(=O)Nc1ccc(NC(=O)c2cccc3c(Br)cccc23)cc1	-3%	0.9%	-4%	-7%	3%
COc1cc(OC)c2c(c1)O/C(=C\c1ccccc1)C2=O	8%	8.8%	47%	/	-1%
COc1ccccc1-c1nn(-c2ccccc2)cc1C(=O)N1CCc2ccccc2C1	45%	5.0%	1%	-1%	/
COc1ccc(/C=N/NC(=O)CCNc2n[nH]c(=O)[nH]c2=O)c(OC)c1	-2%	0.6%	1%	-4%	-8%
COC(=O)Cn1c(=O)c2c(nc3n2CC(C)CN3Cc2ccccc2)n(C)c1=O (configuration not stated)	0%	1.7%	4%	-3%	-7%
COc1ccc(OCC(=O)Nc2ccc3oc(-c4ccncc4)nc3c2)cc1	79%	0.3%	12%	4%	-10%
O=C(NCC(c1ccco1)N1CCN(c2ccc(F)cc2)CC1)C(=O)NC1CC1 (configuration not stated)	-7%	0.8%	-3%	4%	13%
COc1ccc(NC(=O)COc2coc(CN3CCN(c4ccccc4)CC3)cc2=O)cc1	5%	0.8%	3%	5%	-4%
COc1cccc(NC(C)C(=O)Nc2cc([N+](=O)[O-])ccc2Cl)c1 (configuration not stated)	30%	1.0%	2%	2%	2%
CCC(=O)Nc1cccc(-c2nc3ccccc3c(=O)o2)c1	?	1.8%	20%	-3%	6%
Cc1ccc(-c2cc(C(=O)NCCCn3ccnc3)no2)cc1	14%	1.4%	2%	-9%	-7%
CN(CCC1CCOCC1)C(=O)CC1C(=O)NCCN1Cc1ccoc1 (configuration not stated)	-9%	i	-9%	-7%	6%
C[C@@H]1NC(=O)N(c2ccc(F)cc2)C1=O	-15%	0.2%	-1%	-6%	1%
O=C(NC1CCCCC1)C1CN(S(=O)(=O)c2ccccc2)CCN1S(=O)(=O)c1ccccc1 (configuration not stated)	6%	i	6%	13%	-5%
c1ccc(C2(Cn3ccc4ccccc43)OCCO2)cc1	16%	i	1%	-6%	10%
COC(=O)CSc1nc(C)c(C(C)=O)cc1C#N	12%	2.1%	-7%	7%	0%
Cc1ccc(NC(=O)Cn2ccsc2=N)cc1S(=O)(=O)N(C)C	7%	0.2%	-6%	-4%	0%
Clc1ccc(OCCN2CCN(c3ncnc4sccc34)CC2)cc1	74%	i	9%	6%	7%
CO/N=C/c1cc([N+](=O)[O-])ccc1Sc1ccc(C)cc1	2%	i	-1%	8%	-11%
O=C(c1cn(Cc2ccccc2)nc1-c1cccnc1)N1CCN(Cc2c(F)cccc2Cl)CC1	16%	i	1%	-3%	/
C=CCOc1c(CNC2CCCC2)cc(Cl)cc1OC	50%	i	-8%	-6%	7%
CCOC(=O)c1ccc(NS(=O)(=O)c2cc3c4c(c2)CCN4C(=O)CC3)cc1	-1%	2.3%	-3%	-15%	1%
CCN(Cc1ccccc1)S(=O)(=O)c1cn(C)cn1	-2%	0.4%	-14%	6%	9%
O=C1C(c2ccc(F)cc2)N(C2CCCCC2)C(=O)CN1C1CCCC1 (configuration not stated)	-24%	i	-2%	-10%	2%
Cc1cccc(C)c1NC(=O)CS(=O)CC(=O)NCC1OCCc2ccccc21 (configuration not stated)	-2%	i	-8%	-7%	5%
CN1C(=O)/C(=C2\SC(N)=NC2=O)c2ccccc21	-26%	i	3%	12%	5%
COc1ccc(NC(=S)NC23CN4CN(CN(C4)C2)C3)c(OC)c1	4%	0.4%	13%	7%	-11%
CNC(=O)c1ccc(Nc2nnc(-c3ccc(C(N)=O)cc3)c3ccccc23)cc1	-17%	i	-3%	-49%	-1%
CC1CCCC(C)N1C(=O)COc1ccc([N+](=O)[O-])cc1Cl (configuration not stated)	2%	3.2%	-1%	-1%	6%
O=C(Cc1cscn1)c1ccc(O)cc1O	-2%	0.6%	1%	6%	-7%
CCC(C(=O)NC1CCCCC1)n1c(SCc2cccc(C)c2)nc2ccncc21 (configuration not stated)	56%	0.2%	-1%	-40%	0%
O=C(COC(=O)CC12CC3CC(CC(Br)(C3)C1)C2)NC(=O)NCc1ccco1	7%	0.8%	-1%	5%	-6%
CC1(C)Cc2c(sc(NC(=O)c3ccccc3Cl)c2C(=O)O)CO1	16%	3.2%	5%	-14%	9%
O=S(=O)(NCC(c1cccnc1)N1CCN(Cc2ccccc2)CC1)c1ccccc1 (configuration not stated)	9%	1.2%	-4%	2%	5%
CCN(CC)S(=O)(=O)c1ccc(NS(=O)(=O)CC23CCC(CC2=O)C3(C)C)cc1 (configuration not stated)	14%	0.8%	4%	6%	0%
O=C(O)c1ccc([N+](=O)[O-])c(CS(=O)(=O)c2ccc(Cl)cc2)c1	12%	i	-5%	-6%	-6%
Cc1ccccc1NC(=O)c1cccc(N2C(=O)C3CCCCC3C2=O)c1 (configuration not stated)	4%	1.3%	-6%	-1%	9%
CCN(CC)S(=O)(=O)c1cc(C(=O)Nc2cc(C)on2)ccc1Cl	4%	i	6%	5%	-2%
CCOc1ccccc1N(CC(=O)NC1CCCC1)C(=O)CNC(=O)c1cccs1	-5%	1.2%	-2%	-2%	12%
CCC(CC)NC(=O)c1ccc(Cl)cc1	70%	8.2%	-2%	-4%	-2%
CCNC(=S)Nc1ccc(Cl)cc1	71%	0.5%	-1%	-1%	0%
CCOC(=O)/C(=C\c1ccc(Cl)cc1)c1nc2sc(C)c(C)c2c(=O)[nH]1	?	28%	-6%	-5%	-8%
Cc1ccc(C(=O)N/N=C(\CC(C)C)c2ccccc2)cc1	72%	i	-8%	1%	3%
COc1cccc(C2CC(c3ccc(C)cc3)Nc3nc(N)nn32)c1 (configuration not stated)	12%	i	-7%	0%	-1%
CC(Oc1ccc2c3c(c(=O)oc2c1)CCC3)C(=O)NCCN1CCOCC1 (configuration not stated)	-3%	0.9%	2%	-3%	8%
Cc1ccn2c(Nc3ccccc3C)c(-c3ccncc3)nc2c1	16%	0.5%	1%	9%	8%
COc1cc2c(cc1OC)C(c1ccccc1)NC(C)(C)C2 (configuration not stated)	8%	i	-5%	-9%	4%
O=C(c1sc2ccccc2c1Cl)N1CCN(c2ccccn2)CC1	25%	3.5%	-6%	0%	-1%
O=C(COC(=O)c1cccc(C(=O)OCC(=O)c2ccc(Br)cc2)n1)c1ccc(Br)cc1	-13%	0.8%	4%	6%	-6%
O=[N+]([O-])c1ccc(NN=Cc2ccc3c(c2)OCO3)nc1	/	1.8%	/	0%	/
COC(=O)c1cnn(-c2ccccc2)c1N	-21%	i	-7%	3%	-7%

Arranged by count of non-hydrogen atoms (ascending): some entries from above
SMILES	tuberculosis growth	inhibitors of VEEV	M. tuberculosis HTS	H1N1 NS1A inhibition	Salmonella PhoP GFP	others
CCNC(=S)Nc1ccc(Cl)cc1	71%	0.5%	-1%	-1%	0%
CCC(CC)NC(=O)c1ccc(Cl)cc1	70%	8.2%	-2%	-4%	-2%
Cc1ccc(C(=O)N/N=C(\CC(C)C)c2ccccc2)cc1	72%	i	-8%	1%	3%
O=C(COC(=O)c1cccc(C(=O)OCC(=O)c2ccc(Br)cc2)n1)c1ccc(Br)cc1	-13%	0.8%	4%	6%	-6%

(list continues)
SMILES	tuberculosis growth	inhibitors of VEEV	M. tuberculosis HTS	H1N1 NS1A inhibition	Salmonella PhoP GFP	others
COc1ccc(COc2ccccc2C(=O)NCc2ccccc2)cc1F	24%	7.9%	2%	-13%	4%
Cc1cc2c(cc1C)NC(c1ccccn1)C1=C(CC(C)(C)CC1=O)N2 (configuration not stated)	5%	0.3%	-8%	6%	2%	inhibitors of VEEV 10K pilot screen=1.4
O=C(CN1C(=O)NC2(CCCCC2)C1=O)Nc1ccc2c(c1)CCC2	16%	1.1%	4%	10%	0%
Cc1ccc(S(=O)(=O)c2ccc(Cl)cc2)cc1S(=O)(=O)NC(C(=O)O)C(C)C (configuration not stated)	-8%	1.6%	-8%	7%	-14%
Cc1ccc(C)c(N2CC(C(=O)Nc3nccs3)CC2=O)c1 (configuration not stated)	-15%	0.8%	2%	-5%	-10%
CCCCC(CC)CNC(=O)c1cc2ccccc2c(=O)o1 (configuration not stated)	?	0.3%	3%	21%	2%
Cc1cc(C(F)(F)F)nn1CC(=O)N(C)C1CCCCC1	-7%	0.4%	-7%	-10%	-16%
COc1ccc(-n2cc([N+](=O)[O-])c(=O)c3ccc(Cl)cc32)cc1	0%	0.2%	-4%	3%	6%
CCC(CC)C(=O)Nc1cccc(C(=O)Nc2nccs2)c1	16%	3.4%	-12%	-2%	-1%
CCN(CC)S(=O)(=O)c1ccc(N2CCN(c3ccccc3OC)CC2)c(N)c1	5%	2.8%	14%	0%	15%
COC(=O)C1CCN(c2cc(=O)n(C3CCCCC3)c(=O)[nH]2)CC1	13%	i	-7%	-16%	-4%
COc1ccc(-c2csc(NC(=O)c3ccc(N4C(=O)CCC4=O)cc3)n2)cc1	-2%	0.6%	-3%	-1%	4%
COc1ccc(S(=O)(=O)Nc2ccc(S(=O)(=O)N3CCOCC3)cc2)cc1	4%	0.3%	3%	-9%	6%
COc1ccc(-n2c(=O)[nH]cc(C(=O)Nc3ccc4c(c3)OCCO4)c2=O)cc1	-18%	0.8%	-4%	-5%	6%
CCc1nc2ccccc2[nH]1	-15%	2.3%	-5%	-2%	-2%
Cc1ccc(OCC(=O)NNC(=O)CCc2ccccc2)cc1	/	2.4%	/	22%	-5%
CCOC(=O)Nc1ccc2c(CN3CCN(S(=O)(=O)c4ccc(C(C)C)cc4)CC3)cc(=O)oc2c1	-2%	0.5%	0%	-6%	/
Cc1cc(-c2nnc(-c3cc4ccccc4oc3=O)o2)c(C)n1-c1ccccc1	65%	2.1%	-26%	2%	-10%
Cc1ccc(C(=O)Nc2ccc(-n3ccnc3P(=O)(O)c3ccccc3)cc2)cc1	-8%	0.0%	-4%	-1%	11%
CC(C)=N/N=C(\c1cccc([N+](=O)[O-])c1)C12CN3CN(CN(C3)C1)C2	-11%	0.3%	-6%	-7%	-5%
CCN1C(=O)N[C@@H](c2ccccc2)[C@H](C(=O)OC)[C@H]1C	4%	1.0%	-6%	-1%	10%	inhibitors of VEEV 10K pilot screen=0.8
c1ccc2c(c1)nc(N1CCOCC1)c1nncn12	?	3.5%	-5%	-23%	-4%
Cc1nnc2ccc(-c3cccc(NS(C)(=O)=O)c3)nn12	68%	0.1%	-1%	6%	-4%
C/C(=N\NC(=O)CCCC(=O)O)c1c(-c2ccccc2)c2cc(Cl)ccc2[nH]c1=O	3%	0.6%	1%	-11%	7%
CCOc1ccc(NC(=O)c2cc(S(=O)(=O)N3CCOCC3)cn2C)cc1	30%	1.5%	-13%	7%	-12%	inhibitors of VEEV 10K pilot screen=0.8
